SENP8 block-1 = inhibitors of human SENP8 protease; Q96LD8; recombinant SENP8, Nedd8 substrate fluorescence; inhibition, % at 20 µM; 360,000 tested, 0.64% active; AID 602440; in the data active = inhibition mostly above about 40%, no sharp cut-off; inactive = mostly below about 27%
SENP7 inh = SENP7 protease inhibition | Q9BQF6 | 330,000 tested, 1.5% active | AID 434973 | inhibition, % at 5 µM | recombinant SENP7, Z-RLRGG-aminoluciferin luminescence, 40 min;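 active = inhibition above about 50% at the single test dose, limit read from the data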;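 also: plate controls were DMSO with enzyme for no effect and no enzyme buffer wells for full effect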
SENP8 block-2 = blocks the human protease SENP8. Q96LD8. purified SENP8, Z-RLRGG-aminoluciferin cleavage, luminescence. inhibition, % at 10 µM. 330,000 tested, 1.2% active. AID 2540; in the data active = inhibition above about 50%
SENP1 inh = inhibitors of human SENP1 SUMO protease catalytic domain; Q9P0U3; recombinant SENP1 catalytic domain, CyPet-SUMO1-YPet FRET cleavage; inhibition, % at 10 µM; 360,000 tested, 0.21% active; AID 624204;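 active = inhibition at least 30% at 10 µM, raw YFP signal under a set limit, fluorescence ratio 0.5 to 1.5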;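 also: 0% = enzyme with DMSO and 100% = no enzyme wells; some results filed as inactive read as strong as hits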
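system = hSENP1 catalytic domain, recombinant | reagent = SFCypet-SUMO1-SFYpet substrate at 25 nM | doses = one dose per compound, 10 µM, 0.5% DMSO | incubation = enzyme reaction for 50 min at room temperature, dark | measured by = FRET, CFP and YFP emission | controls = no-enzyme low, enzyme-DMSO high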
HKDC1 inh = inhibitors of human hexokinase HKDC1 | 340,000 tested, 0.16% active | recombinant HKDC1, G6PDH/diaphorase resazurin coupled fluorescence | inhibition, % at 20 µM | Q2TB90;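 active = inhibition above about 35% when tested at 20 µM, limit read from the data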;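 also: plate controls were DMSO wells with enzyme for no effect and DMSO wells lacking enzyme for full effect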
Target sequence (Q2TB90 whole entry, looked up): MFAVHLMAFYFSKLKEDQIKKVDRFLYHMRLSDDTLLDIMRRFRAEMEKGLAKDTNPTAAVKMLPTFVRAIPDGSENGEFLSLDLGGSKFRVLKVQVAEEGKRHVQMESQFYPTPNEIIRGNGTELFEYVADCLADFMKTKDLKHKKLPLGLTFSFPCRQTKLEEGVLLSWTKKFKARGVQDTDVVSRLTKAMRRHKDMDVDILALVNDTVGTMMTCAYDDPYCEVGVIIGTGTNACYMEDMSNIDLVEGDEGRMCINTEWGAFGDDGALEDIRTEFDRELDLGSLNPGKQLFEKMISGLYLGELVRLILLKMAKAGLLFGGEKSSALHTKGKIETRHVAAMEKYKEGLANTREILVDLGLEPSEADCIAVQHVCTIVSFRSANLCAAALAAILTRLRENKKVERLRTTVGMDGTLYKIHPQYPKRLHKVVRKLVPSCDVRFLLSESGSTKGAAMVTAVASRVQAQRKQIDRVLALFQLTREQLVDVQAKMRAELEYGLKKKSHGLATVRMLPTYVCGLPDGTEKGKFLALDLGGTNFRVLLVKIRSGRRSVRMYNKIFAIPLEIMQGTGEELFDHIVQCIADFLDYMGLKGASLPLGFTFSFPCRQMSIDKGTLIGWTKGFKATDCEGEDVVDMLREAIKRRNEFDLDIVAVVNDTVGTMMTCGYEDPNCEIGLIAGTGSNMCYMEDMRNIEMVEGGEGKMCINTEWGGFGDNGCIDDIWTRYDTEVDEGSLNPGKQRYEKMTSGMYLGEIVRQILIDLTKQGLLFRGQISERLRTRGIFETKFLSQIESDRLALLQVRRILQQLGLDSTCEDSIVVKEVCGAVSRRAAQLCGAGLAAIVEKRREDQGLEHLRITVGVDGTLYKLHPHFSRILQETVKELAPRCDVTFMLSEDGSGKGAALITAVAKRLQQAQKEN
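Assay system – recombinant HKDC1 (HK5) hexokinase enzyme, produced in-house · Input – HKDC1 at 5 µg/mL · Reagent – glucose plus 1 mM ATP as hexokinase substrates · Timing – 90 min reaction incubation at room temperature, dark · Measured by – G6PDH/diaphorase-coupled fluorescence, 1 mM NADP, 100 µM resazurin, 525/613 nm · Benchmarks – DMSO-enzyme wells negative, buffer-substituted wells positive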
UBC13 inh = inhibitors of human UBC13 polyubiquitin chain formation; P61088; TR-FRET; inhibition, % at 20 µM; 330,000 tested, 0.47% active; in the data active = inhibition above about 45%, passing the limit was not always enough
Target sequence (P61088 whole entry, looked up): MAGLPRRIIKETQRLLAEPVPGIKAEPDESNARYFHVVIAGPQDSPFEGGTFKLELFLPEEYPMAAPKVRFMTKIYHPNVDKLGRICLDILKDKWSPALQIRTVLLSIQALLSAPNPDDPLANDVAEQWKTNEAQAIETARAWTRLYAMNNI
SENP6 block = inhibitors of human SENP6 protease | Recombinant SENP6 catalytic domain, aminoluciferin luminescence | inhibition, % at 10 µM | 330,000 tested, 1.8% active | Q9GZR1 | AID 2599;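 active = inhibition above about 50% at the single tested dose, limit read from the data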;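 also: plate controls were DMSO wells with enzyme for no effect and DMSO wells lacking enzyme for full effect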
PfGluPho inh = PfG6PD (Plasmodium falciparum) enzyme inhibition; 350,000 tested, 0.78% active; inhibition, % at 20 µM; AID 504690; PfGluPho enzyme, NADPH resazurin-diaphorase fluorescence;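 active = inhibition reaching at least a set limit at 20 µM in the primary screen, cut at about 59% in these data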;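 also: 0% = DMSO wells with substrate and 100% = DMSO wells lacking glucose-6-phosphate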
MIN6 prolif = inducers of beta-cell replication in MIN6 cells; proliferation, % at 10 µM; 330,000 tested, 0.29% active; MIN6 cells proliferation, ATPlite luminescence, 48 h; cells starved in 0.2% serum; 100% = growth in 10% serum; AID 2380;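 active = compounds whose signal lies at least 3.5 SD above the mean of all wells on their plate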;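 also: 0% = DMSO-treated cells in low-serum medium and 100% = 10% serum control; some compounds called inactive have numbers as strong as hits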
Active calls of the source: *; i = inactive; / = no result given.

SMILES | SENP8 block-1 | SENP7 inh | SENP8 block-2 | SENP1 inh | HKDC1 inh | UBC13 inh | SENP6 block | PfGluPho inh | MIN6 prolif
COc1ccccc1NS(=O)(=O)c1ccc2c(c1)OCCO2 | 14 | 4 | 17 | 0 | -3 | -2 | -27 | -36 | -1
CC(C)CC(NC(=O)C(NC(=O)OC(C)(C)C)C(C)C)C(=O)NC(CCC(=O)OCc1ccccc1)C(N)=O (stereo not drawn) | -1 | -6 | -8 | 1 | 1 | -28 | -25 | 9 | -5
Cc1cc(SCC(=O)OCC(=O)N(CCC#N)c2ccccc2)nc2ccccc12 | 19 | -1 | 3 | 3 | 3 | 10 | 2 | 2 | 4
COc1ccc(CCNC(=O)c2ccc(NC(=O)CC3SC(N4CCCCC4)=NC3=O)cc2)cc1 (stereo not drawn) | 14 | / | / | 0 | -3 | / | / | -5 | /
Cc1ccc(NC(=O)N2CCC(c3nc4c(nnn4Cc4c(F)cccc4Cl)c(=O)[nH]3)CC2)cc1 | -1 | 2 | -1 | 4 | -1 | 13 | -16 | -6 | -2
N#Cc1ccccc1CSC1=NCCS1 | 1 | -2 | -12 | 0 | -11 | -4 | -8 | 14 | 1
CC(OC(=O)CNC(=O)C12CC3CC(CC(C3)C1)C2)C(=O)Nc1ccc(N2CCOCC2)cc1 (stereo not drawn) | 35 | -1 | 4 | 1 | -4 | 1 | -2 | -3 | 2
Cc1ccc(N(CC(=O)NCCc2ccc(Cl)cc2)S(=O)(=O)c2c(C)noc2C)cc1 | 21 | -4 | -15 | 1 | -4 | 0 | 8 | 1 | -7
Cc1ccc(C2=CSC3=NS(=O)(=O)CCN23)cc1 | 15 | -12 | 2 | 4 | -1 | 8 | 3 | -4 | -5
COc1cc(C(=O)/C=C/c2cccnc2)c([N+](=O)[O-])cc1OC | 4 | 3 | -12 | 1 | 3 | -7 | -13 | 1 | -6
CCc1ccccc1NC(=O)Cn1c(=O)n(-c2ccc(CC(=O)NCC3CCCO3)cc2)c(=O)c2ccccc21 (stereo not drawn) | 6 | 2 | 1 | -2 | -4 | 11 | -13 | -6 | 6
CCn1c(SCC(=O)NCC2CCCO2)nc2c([nH]c3ccccc32)c1=O (stereo not drawn) | -37 | 2 | -11 | -1 | -2 | -12 | -3 | 4 | -1
CSCCC(NS(=O)(=O)c1ccc2c(c1)oc(=O)n2C)C(=O)NC1CCN(Cc2ccccc2)CC1 (stereo not drawn) | -22 | -6 | 4 | -3 | -4 | -4 | -12 | 6 | -4
N#Cc1cnc2c(-c3ccccc3)c(-c3ccccc3)nn2c1N | -93 | 1 | -10 | 1 | -2 | -8 | -10 | -6 | 2
CCOC(=O)c1ccccc1NC1OC(=O)c2ccccc21 (stereo not drawn) | i | 3 | -2 | -3 | 5 | 13 | 0 | -12 | -1
O=C(N/C(=C/c1ccc(Cl)cc1)c1nc2ccccc2[nH]1)c1ccco1 | -322 | 7 | 0 | 0 | -2 | -6 | -2 | 3 | -1
COc1ccc(-c2occ(C(=O)O)c2C(=O)O)cc1 | -18 | -3 | -12 | 1 | -1 | 6 | -4 | -7 | -2
COc1ccc(OC)c(CNC(=O)CCC(=O)N2Cc3cccc(OC)c3Oc3ncccc32)c1 | 16 | -7 | 4 | 0 | -4 | 0 | 11 | -5 | -1
COc1ccc(NC(=O)CSc2nnc3ccc(-c4cccnc4)nn23)cc1 | 1 | 6 | 2 | 2 | 2 | -5 | -17 | -14 | -2
CC(C)CC(=O)Nc1ccc(OCC(=O)O)cc1 | 14 | 2 | 1 | 0 | -2 | 6 | 7 | -2 | -2
N#CC1C(=O)NC(=O)C(C#N)C12CCCC(C(F)(F)F)C2 (stereo not drawn) | 16 | / | / | 0 | -1 | / | / | 16 | /
C=CCNC(=S)N1CCN(CCN=CC2=C(O)CC(c3cccs3)CC2=O)CC1 (stereo not drawn) | 5 | 1 | -4 | -2 | -1 | 7 | -7 | 0 | -3
CCN(c1ccccc1)S(=O)(=O)c1cc(NC(=O)CN2CCN(C)CC2)ccc1Cl | 17 | -7 | -21 | -2 | -2 | 8 | -17 | -10 | -3
CC(C)(C)[C@@H]1C=C(C(=O)N2CCN(Cc3ccccc3)CC2)O[C@H](OCc2ccc(CO)cc2)C1 | 13 | -8 | -1 | 2 | -1 | 7 | -11 | 1 | -1
COc1ccc(CNC(=O)CCC(=O)c2ccccc2)cc1 | 3 | 4 | 3 | -1 | 6 | 0 | 3 | 11 | -5
CC(=O)c1ccc(N2CCN(C(=O)C3CCN(C(=O)Nc4ccccc4)CC3)CC2)cc1 | -159 | -2 | 8 | 1 | -5 | 6 | 6 | 0 | 2
O=C(N/N=C/c1cn(Cc2ccccc2)c2ccccc12)c1cccnc1 | -56 | 0 | -4 | 2 | -9 | 1 | -16 | 13 | 0
CCOC(=O)C1CCCN(C(=O)c2ccc(CNc3c(N4CCC(C)CC4)c(=O)c3=O)cc2)C1 (stereo not drawn) | 6 | 0 | 9 | 2 | -4 | 0 | 0 | 3 | -1
CC1(C)Cc2c(sc3nc(C4CCCCC4)n(N)c(=O)c23)CO1 | 11 | 0 | -9 | -1 | -2 | 0 | -12 | 6 | -3
CCCc1nc(SCC(=O)NNC(=O)C2CCCCC2)c2ccccc2n1 | 12 | 6 | 7 | 1 | -20 | 0 | -7 | 8 | -3
CCOC(=O)c1[nH]c2ccc(OC)cc2c1NC(=O)OC | i | 3 | -1 | 2 | 4 | 3 | -5 | 9 | -2
COC(=O)c1sc(NC(=O)COc2ccccc2OC)nc1C | 19 | -3 | 12 | 3 | -7 | 0 | -4 | -25 | -3
CC(C)Cc1ccc(/C=C/C(=O)NC2CC2)cc1 | 5 | -7 | -11 | 2 | -6 | 20 | -9 | -1 | -3
CCn1c(-c2ccc(F)cc2)n[nH]c1=S | 32 | 8 | 3 | 2 | 3 | -1 | -1 | 19 | -2
CCOC(=O)CSC1=NC(=O)/C(=C\c2ccc(OC(C)=O)cc2)S1 | 22 | 78* | 47 | -3 | 0 | 18 | 72* | 33 | -5
COc1ccc(-n2c(SCc3ccccn3)nc3c(c2=O)SCC3)cc1OC | 6 | 2 | 2 | 3 | -5 | -6 | -2 | -32 | -2
COCCN(C(=O)c1csnn1)C(C(=O)NC1CCCCC1)c1ccc(Cl)cc1 (stereo not drawn) | 10 | 3 | 1 | 1 | 6 | -1 | -19 | -11 | -1
CCOc1ccc(NC(=O)c2cc(S(=O)(=O)N3CCCCC3)c[nH]2)cc1 | 8 | 20 | -8 | -1 | -5 | -6 | -20 | 0 | -4
Cc1cccc(NC(=O)c2cc(Cl)sc2Cl)c1C | 14 | -8 | -7 | 0 | -8 | 6 | -11 | 6 | 0
Cc1ccc(-n2[nH]c3c4c(ccc3c2=O)C(=O)c2ccccc2C4=O)cc1 | 6 | 2 | -6 | -1 | -7 | -5 | 3 | -2 | -5
COc1ccc(S(=O)(=O)N(C)C)cc1NC(=O)CSc1nncs1 | 10 | 8 | 1 | 0 | 4 | 0 | -1 | -11 | -4
CNS(=O)(=O)c1cc(N(C)S(=O)(=O)c2ccc(C)cc2)c(C)cc1C | -2 | 3 | 3 | 3 | 14 | 5 | -21 | 7 | -2
O=C(O/N=C/C1=C(Cl)c2ccccc2CC1)c1ccc(F)cc1 | -2 | 64* | -11 | 4 | -3 | 2 | -15 | -10 | 3
COc1cccc(Nc2nc(-c3sc(NC(=O)c4ccco4)nc3C)cs2)c1 | -201 | 6 | -4 | -23 | -11 | -25 | -1 | 21 | -8
CCc1ccc(Nc2nc(N)nc(CSc3nnnn3-c3ccccc3)n2)cc1 | 11 | -4 | -1 | 0 | -2 | 8 | -10 | 13 | -3
CCCCCOC(=O)C(C)Sc1n[nH]c(=O)[nH]c1=O (stereo not drawn) | 14 | 2 | 0 | 1 | -5 | -10 | -27 | 9 | -3
COc1ccccc1NS(=O)(=O)c1ccc(C)c(C(=O)Nc2ccc(S(=O)(=O)Nc3onc(C)c3C)cc2)c1 | 13 | / | / | 4 | 0 | / | / | -26 | /
O=C(Cn1[nH]c(=O)c2ccccc2c1=O)NC1CCN(Cc2ccccc2)CC1 | 7 | -9 | -6 | 1 | -7 | -14 | -4 | 13 | 0

Molecules from the list above with fluorine:
SMILES | SENP8 block-1 | SENP7 inh | SENP8 block-2 | SENP1 inh | HKDC1 inh | UBC13 inh | SENP6 block | PfGluPho inh | MIN6 prolif
Cc1ccc(NC(=O)N2CCC(c3nc4c(nnn4Cc4c(F)cccc4Cl)c(=O)[nH]3)CC2)cc1 | -1 | 2 | -1 | 4 | -1 | 13 | -16 | -6 | -2
N#CC1C(=O)NC(=O)C(C#N)C12CCCC(C(F)(F)F)C2 (stereo not drawn) | 16 | / | / | 0 | -1 | / | / | 16 | /
CCn1c(-c2ccc(F)cc2)n[nH]c1=S | 32 | 8 | 3 | 2 | 3 | -1 | -1 | 19 | -2
O=C(O/N=C/C1=C(Cl)c2ccccc2CC1)c1ccc(F)cc1 | -2 | 64* | -11 | 4 | -3 | 2 | -15 | -10 | 3

Other records follow:
SMILES | SENP8 block-1 | SENP7 inh | SENP8 block-2 | SENP1 inh | HKDC1 inh | UBC13 inh | SENP6 block | PfGluPho inh | MIN6 prolif
CCCCn1c(N)c(N(CC(C)C)C(=O)c2cc(=O)[nH]c3ccccc23)c(=O)[nH]c1=O | -6 | 0 | 0 | -5 | -15 | -3 | -8 | -11 | 3
O=C(OCCCc1cc2ccccc2c(=O)o1)c1ccc(F)cc1 | -10 | i | -8 | 0 | -6 | 8 | -10 | 18 | 1
CC(C)CC1NC(=O)N(CC(=O)Nc2cccc(Br)c2)C1=O (stereo not drawn) | 17 | -13 | -13 | 1 | 0 | -8 | -18 | 12 | -2
CC(=O)Nc1ccc(C(=O)Nc2cccc(-c3cnc4ccccc4n3)c2)cc1 | -104 | / | / | 2 | 5 | / | / | 17 | /
CC1CN(c2nnnn2-c2ccccc2)CC(C)O1 (stereo not drawn) | 31 | -3 | 4 | 3 | 1 | 0 | 2 | -9 | -2
COc1cc2c(cc1OC)CN(C(=O)c1ccc(S(=O)(=O)N3CCCC3)cc1)CC2 | 14 | 2 | -1 | -2 | 8 | 4 | -14 | 10 | 0
CCOCCCNC(=O)C(NC(=O)c1ccc2c(c1)OCO2)c1ccc(OC)cc1 (stereo not drawn) | 20 | 7 | 0 | 2 | 1 | -1 | 8 | -9 | 1
Cc1ccc(CN(C(=O)c2ccc([N+](=O)[O-])cc2)C2CCS(=O)(=O)C2)o1 (stereo not drawn) | 7 | 0 | -4 | 2 | -6 | 11 | 1 | 12 | 2
CCN(CC)c1nc2c(c(=O)n(C)c(=O)n2C)n1CC(=O)c1ccccc1 | -1 | -4 | 8 | -9 | -1 | 1 | 3 | -9 | -3
Cc1cccc(N(CC(=O)NC2CCCC2)C(=O)c2csnn2)c1C | -1 | -4 | 3 | -1 | -5 | 2 | 2 | -6 | 3
Oc1ccccc1N1CCN(c2nnnn2-c2ccccc2)CC1 | 15 | 6 | 10 | 1 | 1 | -6 | 0 | 4 | -3
CCc1ccc(C(CC(=O)O)N2Cc3ccccc3C2=O)cc1 (stereo not drawn) | 16 | -2 | 1 | 3 | -2 | 2 | 9 | 2 | -3
CCC(=O)Nc1nc2nc(-c3ccccc3)cc(=O)n2[nH]1 | -17 | 8 | -6 | -1 | -4 | 0 | -18 | 12 | -1
CC(=O)c1c(OC(=O)c2ccccc2)ccnc1C(F)(F)F | 10 | 3 | -5 | 1 | -1 | 7 | 1 | -3 | 1

Screening data: PubChem, Sanford-Burnham Center for Chemical Genomics
